Source: PubChem BioAssay
BRCA1 expr up = activators of BRCA1 expression. MCF7-BRCA1-FFLuc reporter, luminescence, 48 h; response scale: scaled: vehicle 0%, 10 µM genistein 100%. Potency, µM (series often up to 46.1 µM), without a hit: at the highest dose activation, usual class: activators. 380,000 tested, 1.1% active. AID 624202; also: potency is read from the fitted curve at half-maximal effect; nearly all actives have a fitted effect of over 80% in size; some results filed as inactive show a strong effect at the top dose
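MCF7-BRCA1-FFLuc, 2000 cells/well; 2 h attach, 37 °C/5% CO2; compound 48 h; luciferase substrate 15 min; luminescence end-point. Norm. to genistein 10 microM max activation and DMSO; concentration-response curves fitted.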
Menin MLL FP TR = menin-MLL binding inhibition, Texas Red mutant peptide; O00255; Menin + Texas Red MLL mutant peptide, fluorescence polarization; Potency, µM (highest dose often 61.6 µM), inactives show at the top dose FP activity change, negative = inhibition, usual class: inhibitors; 270,000 tested, 0.23% active; active = well fitted inhibition curve with a large enough effect in the polarisation, with a control signal flat, not every such curve was filed as active; inconclusive = small, poorly fitted or top-dose-only effect, or effect the other way, or a change in a side signal; inactive = no such curve, though single readings can be large or run the other way; the % refers to the polarisation; also: potency is read from the fitted curve at half-maximal effect; % of control where 0% means no effect; many of its hits are not listed in these tables
Rab9 promoter act = activates the Rab9 promoter. Huh7 Rab9 promoter-luciferase reporter, luminescence, 24 h. Potency, µM (titrated, usually from 9.22 µM), inactives show at the highest dose activation, negative = inhibition, actives largely listed as activators. 320,000 tested, 2.8% active; also: potency is read from the fitted curve at half-maximal effect; % of control where 0% means no effect; nearly all actives have a fitted effect of over 60% in size
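Steps: seed 1500 Huh7 Rab9-luc cells per well, rest 2 h at 37 °C; add compound in DMSO; incubate 24 h; add luciferase reagent, 10 min ambient; read luminescence.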
VP16 counter = counter-screen for ROR gamma inhibitors: Gal4-VP16 reporter; Potency, µM (top dose mostly 53.6 µM), inactives show at the highest dose activity, negative = inhibition, usual class: inhibitors; Drosophila S2 Gal4-VP16 UAS-luciferase, luminescence, 20 h; 310,000 tested, 3.5% active;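 also: Gal4-VP16 expression switched on by copper sulfate through the metallothionein promoter; potency is read from the fitted curve at half-maximal effect; % is scaled to controls: 0 for no effect and ±100 for the full control effect; nearly all actives have a fitted effect of over 50% in size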
Giardia kill = kills Giardia lamblia; 340,000 tested, 0.15% active; activity change, % at 7.66 µM, hits read low; Giardia lamblia trophozoite viability; in the data active = activity change below about -80%; inconclusive = between about -30% and that limit;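 also: parasites exposed to compound for two days anaerobically before the ATP read; % is scaled to controls: 0 for no effect and ±100 for the full control effect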
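Luminescent ATP signal served as the viability read-out, measured 15-30 min after adding ATP detection reagent to trophozoites that had been incubated with compounds for 48 hrs at 37 deg C anaerobically at 100 cells/well.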
RORgamma inh = blocks mouse ROR gamma transcriptional activity; P51450; Drosophila S2 Gal4-RORgamma UAS-luciferase reporter, 20 h; Potency, µM (series often up to 53.6 µM), inactives show at the highest dose activity change, negative = inhibition, actives largely listed as inhibitors; 310,000 tested, 5.4% active; AID 2551; also: potency is read from the fitted curve at half-maximal effect; % is scaled to controls: 0 for no effect and ±100 for the full control effect; nearly all actives have a fitted effect of over 60% in size
Target sequence (P51450 whole entry, looked up, the tested form may be a part): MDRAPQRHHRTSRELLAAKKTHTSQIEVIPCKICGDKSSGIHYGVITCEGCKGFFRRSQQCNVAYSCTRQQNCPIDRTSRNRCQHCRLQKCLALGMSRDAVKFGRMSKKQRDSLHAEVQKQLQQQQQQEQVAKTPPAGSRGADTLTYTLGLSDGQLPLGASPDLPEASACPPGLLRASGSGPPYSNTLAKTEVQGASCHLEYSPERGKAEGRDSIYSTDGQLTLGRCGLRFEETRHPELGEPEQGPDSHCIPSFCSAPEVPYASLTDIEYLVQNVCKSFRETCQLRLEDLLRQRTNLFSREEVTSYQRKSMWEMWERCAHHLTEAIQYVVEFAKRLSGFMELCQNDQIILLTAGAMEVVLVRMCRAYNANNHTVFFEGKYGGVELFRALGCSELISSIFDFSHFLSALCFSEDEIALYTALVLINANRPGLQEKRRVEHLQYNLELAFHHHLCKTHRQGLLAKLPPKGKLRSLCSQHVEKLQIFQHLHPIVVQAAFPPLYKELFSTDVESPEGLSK
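Using a luciferase readout, inhibitors were identified by reduced reporter activity in Drosophila cells coexpressing a copper-inducible Gal4–ROR gamma fusion and UAS-driven Photinus luciferase, incubated 20 hr after 700 uM copper sulfate.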
ELG1 genotoxic = genotoxicity induction in ELG1-luciferase HEK293T cells; 330,000 tested, 1.3% active; Potency, µM (top dose mostly 46 µM), for the others: at the highest dose activity change, positive = activation, most hits filed as activators; HEK293T ELG1-luciferase reporter, luminescence, 16 h; also: potency is read from the fitted curve at half-maximal effect; % of control where 0% means no effect; nearly all actives have a fitted effect of over 60% in size
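Reporter readout depends on ELG1 protein level, which increases with genetic stress. After 16 hr compound exposure at 37 °C, luciferase activity was quantified using ONE-Glo.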
NPC1 promoter act = NPC1 promoter activation; Huh7 NPC1 promoter luciferase reporter, 24 h; Potency, µM (titrated, usually from 9.22 µM), for inactives: at the highest dose activation, hits mostly activators; 320,000 tested, 2.4% active; AID 485313;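 also: potency is read from the fitted curve at half-maximal effect; % of control where 0% means no effect; nearly all actives have a fitted effect of over 60% in size; reporter is driven by a mutant NPC1 promoter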
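Luminescence read-out of NPC1 promoter-driven luciferase in stably transfected Huh7 cells; compounds delivered in DMSO and left 24 h at 37C, 5% CO2, qHTS titration format.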
PKM2 act = PKM2 (human) enzyme activation; P14618; purified PKM2, Kinase-Glo ATP luminescence, activation; response scale: 0% is enzyme alone, no compound; Potency, µM (top dose mostly 57.5 µM), inactives show at the top dose activation, most hits filed as activators; 260,000 tested, 0.34% active; AID 1631; also: potency is read from the fitted curve at half-maximal effect; % is scaled to controls: 0 for no effect and ±100 for the full control effect; nearly all actives have a fitted effect of over 55% in size
Target sequence (P14618 whole entry, looked up): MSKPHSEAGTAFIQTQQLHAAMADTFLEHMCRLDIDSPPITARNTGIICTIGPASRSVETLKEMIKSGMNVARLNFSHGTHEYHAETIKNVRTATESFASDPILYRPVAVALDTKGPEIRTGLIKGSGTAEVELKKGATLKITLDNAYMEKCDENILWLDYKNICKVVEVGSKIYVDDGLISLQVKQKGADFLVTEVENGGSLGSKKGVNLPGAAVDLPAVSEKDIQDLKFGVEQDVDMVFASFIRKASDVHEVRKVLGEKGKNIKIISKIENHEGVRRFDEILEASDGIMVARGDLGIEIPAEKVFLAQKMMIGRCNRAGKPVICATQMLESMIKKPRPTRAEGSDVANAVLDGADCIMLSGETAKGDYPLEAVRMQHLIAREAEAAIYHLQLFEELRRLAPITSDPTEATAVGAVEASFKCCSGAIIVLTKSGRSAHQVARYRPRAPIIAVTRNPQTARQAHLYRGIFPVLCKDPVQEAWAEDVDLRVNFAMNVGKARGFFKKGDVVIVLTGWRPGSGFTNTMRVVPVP
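Purified hPK-M2 (>95%) run at intermediate activity with 0.1 mM ADP and 0.5 mM PEP in 50 mM imidazole pH 7.2, KCl, MgCl2; 1 h room temperature. ATP formed read by Kinase-Glo luminescence; normalized to uninhibited and no-enzyme controls.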
p53 reactivator = mutant p53 re-activation in reporter cells; Potency, µM (doses to about 92.2 µM), for inactives: at the highest dose activity change, positive = activation, hits mostly activators; H1299 p53-A138V BP100-luciferase reporter, luminescence, 24 h; 320,000 tested, 0.063% active; also: potency is read from the fitted curve at half-maximal effect; % of control where 0% means no effect; nearly all actives have a fitted effect of over 45% in size
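p53-null H1299 cells stably carrying temperature-sensitive p53-A138V and a BP100-luciferase reporter were pinned with compounds (4-point, 1:5 series) and held 24 hrs at 37 deg C. Luminescence was read 10 min after detection reagent.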
FLuc counter = counter-screen for miR-21 project: firefly luciferase inhibitors or activators | P08659 | purified FLuc, Km substrates, luminescence inhibition | Potency, µM (series often up to 57.5 µM), for inactives: top-dose activity change, negative = inhibition, usual class: inhibitors | 360,000 tested, 6.9% active;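 also: potency is read from the fitted curve at half-maximal effect; plate controls were vehicle for no effect and reference inhibitor for full effect; nearly all actives have a fitted effect of over 55% in size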
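Purified P. pyralis luciferase (10nM final) with 10uM D-luciferin and 10uM ATP (Km levels) in 50mM Tris acetate pH 7.5, 10mM Mg acetate, 0.01% Tween-20, 0.05% BSA; qHTS 6-point titration, ~60 µM downward; luminescence read.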
* = called active by the depositor; ? = inconclusive; . = not tested or not shown; [ ] = remark or other dose. Unless noted, calls follow the shape of the dose curve; as a rule, active = well fitted curve in the direction sought with a large enough effect; inconclusive = small, poorly fitted or top-dose-only effect, or another doubt; inactive = no such curve, though single readings can be large; an effect the other way counts as inactive or inconclusive.

SMILES	BRCA1 expr up	Menin MLL FP TR	Rab9 promoter act	VP16 counter	Giardia kill	RORgamma inh	ELG1 genotoxic	NPC1 promoter act	PKM2 act	p53 reactivator	FLuc counter
CN(C)S(=O)(=O)c1ccc(C(=O)OCC(=O)Nc2ccccc2OC(F)F)cc1	1%	3%	-1%	12%	2	-33%	-1%	-1%	0%	-1%	1%
CC(C)Cn1c(C(C)C)nc([N+](=O)[O-])c1Sc1ccc(Cl)cn1	-60%	-16%	1%	-5%	11	5%	-9%	4%	?	?	1%
Cc1cccc(NC(=O)/C(C#N)=C\c2cn(CC(=O)O)c3ccccc23)c1	-2%	?	-3%	-8%	1	10%	3%	-2%	-1%	17%	?
CCn1c(=O)n(CC)c2cc(S(=O)(=O)Nc3ccccc3C)c(C)cc21	-55%	7%	0%	8%	?	-24%	?	-3%	?	-8%	-1%
O=C(CSc1nc(Nc2ccccc2)nc(N2CCOCC2)n1)Nc1ccc2c(c1)OCCO2	0%	-19%	5%	-12%	16	?	-1%	-5%	1%	-3%	-12%
COc1ccccc1Oc1ccc2c(c1)C(=O)N(c1ccc(Br)c3cccnc13)C2=O	2%	-2%	-12%	-29%	-10	?	-1%	-7%	2%	-15%	0%
NS(=O)(=O)c1ccc(CNC(=O)c2cccc(S(=O)(=O)N3CCc4ccccc43)c2)cc1	-19%	.	-5%	.	14	.	-3%	-4%	.	0%	.
CCOc1ccc(-n2c(SC(C)C)nc3c(c2=O)SCC3)cc1	-46%	-28%	-14%	?	3	?	-3%	-3%	-10%	-2%	1%
Cc1ccccc1C(=O)Nc1cccc(-c2ccc3nncn3n2)c1	-28%	10%	15%	-5%	3	6%	0%	-3%	2%	0%	-15%
C[C@@H](C[C@@H](O)[C@H](O)C(C)(C)O)[C@@H]1CC[C@]2(C)C3=CC[C@H]4C(C)(C)C(=O)CC[C@]4(C)[C@H]3CC[C@@]12C	-82%	?	-1%	?	10	4.5µM*	16%	-1%	-4%	-5%	-1%
COc1cc(C(C)=O)ccc1Oc1ncnc2c1cnn2-c1ccccc1	-6%	-1%	-2%	25%	9	7%	8%	0%	-2%	12%	0%
Nc1c(C(=O)N2CCCC2)sc2nc(-c3ccccc3)ccc12	5.6µM*	.	1.6µM*	11%	-17	23%	?	2µM*	-1%	6%	4.8µM*
Cc1cnc(NC(=O)c2nn(C)cc2[N+](=O)[O-])s1	-83%	7%	1%	-1%	-6	21%	5%	-7%	0%	-10%	6%
O=C(CSc1ccc(-c2nc3ccccc3[nH]2)cn1)N1CCN(C(=O)c2ccco2)CC1	1%	7%	10%	-18%	-8	40%	-15%	-1%	19%	?	11µM*
CN(C)c1ccc(CNC(=O)c2ccc(CNc3c(N4CCCCC4)c(=O)c3=O)cc2)cc1	2%	0%	-1%	2%	0	7%	1%	-4%	-4%	1%	-3%
O=C(c1cccc(S(=O)(=O)N2CCOCC2)c1)N1CCCc2ccccc21	-2%	-8%	-3%[1.84 µM]	-2%	8	2%	-7%	-3%	-5%	-3%	1%
Cc1ccc(CCC(=O)Nc2ccccc2C(=O)O)o1	?	.	?	5%	-4	-17%	?	?	.	?	17µM*
CCCCC(NC(=O)c1ccccc1)C(=O)OCC(=O)N1c2ccccc2Sc2ccccc21 (configuration not stated)	-36%	.	10%	-8%	-5	29%	-4%	-9%	-1%	0%	-2%
COc1ccccc1C(c1nnnn1C(C)(C)C)N1CCCc2ccccc21 (configuration not stated)	-51%	?	-2%	4%	-3	37%	-3%	2%	-4%	3%	4%
S=c1[nH]nc([C@@H]2C[C@H]2c2ccccc2)n1-c1ccccc1Cl	-13%	.	-12%	10µM*	28	1.4µM*	0%	-4%	9%	1%	5%
COc1ccc2nc(SCC(=O)Nc3ccc(S(=O)(=O)Nc4onc(C)c4C)cc3)[nH]c2c1	14%	?	-3%	0%	-3	-10%	2%	1%	1%	-5%	?
Cc1ccccc1N1CC(C(=O)Nc2nnc(SCC(=O)Nc3nccs3)s2)CC1=O (configuration not stated)	-14%	?	0%	-1%	4	11%	-4%	-3%	16%	-6%	-1%
O=C(NCc1cccc(Br)c1)C1CC(c2ccccc2C(F)(F)F)=NO1 (configuration not stated)	-47%	.	-6%	-2%	4	34%	-4%	-6%	-5%	-3%	-6%
O=S(=O)(NCc1ccccn1)c1ccccn1	10%	-6%	3%	-1%	1	11µM*	-1%	0%	0%	10%	0%
CC(C)C1N(S(=O)(=O)c2ccccc2)CCN1S(=O)(=O)c1ccccc1	10%	-14%	-6%	-8%	7	38%	-1%	-3%	-7%	-15%	-1%
COc1ccc(-n2cc(C(=O)Nc3cc([N+](=O)[O-])ccc3OC)c3ccccc3c2=O)cc1	-42%	-6%	1%	-22%	7	2%	-2%	-4%	-4%	-12%	-1%
Nc1cc(-c2ccc(Br)cc2)nn1Cc1ccccc1	20%	?	-17%	2%	9	?	7%	-10%	1%	8%	17µM*
Cc1ccc(Nc2nc(N)nc(CN3CCN(Cc4ccc5c(c4)OCO5)CC3)n2)cc1	-20%	-2%	-9%	1%	-14	-31%	-10%	-3%	-5%	-17%	0%
NC1=NC(c2ccc(Cl)cc2)C(C(=O)c2ccccc2)N1 (configuration not stated)	-60%	.	-1%	-4%	-1	-6%	12%	-8%	2%	3%	-1%
O=C1CCC(=O)N1c1ccccc1-c1ccccc1	1%	6%	8%	-6%	-10	?	3%	0%	-1%	-1%	4%
O=C(CN(Cc1ccccc1)C(=O)CNS(=O)(=O)c1ccc(F)cc1)NCc1ccco1	-19%	.	-2%	9%	-3	?	0%	-1%	.	0%	-1%
Nc1ccccc1-c1nnc(SCc2ccccc2F)[nH]c1=O	-2%	-10%	5%	-4%	7	43%	5%	5%	-1%	?	?
Cc1c(NC(=O)c2nn(CC(C)C)c(=O)c3ccccc23)c(=O)n(-c2ccccc2)n1C	1%	.	3%	.	-12	.	0%	0%	.	0%	2%
O=C(Cc1ccc(Cl)cc1)NC1CC1	2%	0%	1%	-11%	-7	6%	-1%	-4%	0%	0%	-1%
C/C(NCc1ccccc1)=C(\C#N)C(=O)NCc1ccccc1	11%	.	-5%	17%	4	?	1%	-1%	-2%	4%	-8%
N#CCCN(C(=O)COC(=O)c1ccc(CNS(=O)(=O)c2ccc(F)c(Cl)c2)cc1)c1ccc(F)cc1	-4%	-2%	-9%	?	-1	22%	-5%	6%	-16%	-6%	2%
O=C(N/N=C/c1c(Cl)nc2ccccn2c1=O)c1cccnc1	-70%	.	0%	0%	-2	1%	-1%	-1%	-7%	?	0%
Cc1cccc(-n2nc3c(c2NC(=O)c2ccco2)CS(=O)C3)c1C (configuration not stated)	-2%	-2%	-8%	2%	-6	3%	19%	-3%	0%	-2%	-1%
COc1ccc(C)cc1NC(=S)NN1CCN(C)CC1	6%	-6%	0%	4%	9	-41%	0%	-3%	-17%	16%	3%
Cc1ccc(NC(=S)NC2CC3CCC(C2)N3Cc2ccco2)c(C)c1 (configuration not stated)	-5%	-11%	-6%	0%[0.365 µM]	-9	-23%	0%	9%	-8%	?	0%
Cc1cccc(C(=O)NCC(=O)OCc2cc(=O)n3ccsc3n2)c1	-7%	.	1%	.	-8	.	0%	0%	.	4%	3%
CN(C)c1ccc(/C=N/NC(=O)C2COc3ccccc3O2)o1 (configuration not stated)	-33%	-5%	-3%	?	24	?	1%	2%	?	-19%	?
COc1ccc2ccc(OCC(=O)Nc3cc(C)on3)cc2c1	2%	.	-4%	.	-14	.	3%	-1%	.	3%	2%
Cc1n[nH]c(C)c1S(=O)(=O)N1CCOCC1	-11%	-21%	-2%	0%	-9	9%	0%	0%	2%	0%	-1%
S=P(c1ccc(N2CCOCC2)cc1N1CCOCC1)(N1CCOCC1)N1CCOCC1	4%	0%	0%	2%	22	-3%	0%	-3%	-1%	-15%	-12%
COc1ccc(/C=C/C(=O)N(C)C2CCS(=O)(=O)C2)cc1 (configuration not stated)	0%	.	-11%	.	-12	.	1%	0%	.	4%	-3%
CC1=NN(c2ccccc2)C(=O)/C1=C\c1cn(C)c2ccccc12	-66%	?	2%	-1%	9	2%	2%	-17%	5%	-1%	9.5µM*
CC(=O)Nc1c2c(nn1-c1ccc(F)cc1)CSC2	-25%	15%	3%	-7%	-13	2%	0%	-1%	-2%	5%	0%
CCCn1c(SCC(=O)Nc2ccc(Cl)cn2)nnc1C1CC1	8%	-7%	-5%	.	6	.	4%	0%	-1%	.	-1%

Some of the compounds tested. The share of hits here may be higher or lower than overall.
